Bioassay records from PubChem BioAssay.
Neddyl block = cullin neddylation inhibition; TR-FRET cullin neddylation, biochemical; calls only at 25 µM; 0.58% of 360,000 active; P61081+Q13564; in the data active = inhibition above about 36%
Rin1 Abl inh = human Rin1-Abl interaction inhibition | P00519+Q13671 | TR-FRET Rin1/Abl binding, biochemical | inhibition, % at 7.35 µM | 0.4% of 360,000 active | AID 588664; in the data active = inhibition above about 5%, passing the limit was not always enough
FAS-TE inh = inhibitors of human fatty acid synthase thioesterase domain; recombinant FAS-TE, OMFH fluorogenic substrate, fluorescence endpoint; inhibition, % at 15 µM; 0.67% of 360,000 active; AID 602261;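 active = compounds whose normalised, plate-corrected inhibition of enzyme fluorescence in the single-dose primary screen is 50% or more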;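 note: 0% = DMSO with enzyme and 100% = substrate without enzyme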
Target sequence (P49327 whole entry, looked up, the tested form may be a part): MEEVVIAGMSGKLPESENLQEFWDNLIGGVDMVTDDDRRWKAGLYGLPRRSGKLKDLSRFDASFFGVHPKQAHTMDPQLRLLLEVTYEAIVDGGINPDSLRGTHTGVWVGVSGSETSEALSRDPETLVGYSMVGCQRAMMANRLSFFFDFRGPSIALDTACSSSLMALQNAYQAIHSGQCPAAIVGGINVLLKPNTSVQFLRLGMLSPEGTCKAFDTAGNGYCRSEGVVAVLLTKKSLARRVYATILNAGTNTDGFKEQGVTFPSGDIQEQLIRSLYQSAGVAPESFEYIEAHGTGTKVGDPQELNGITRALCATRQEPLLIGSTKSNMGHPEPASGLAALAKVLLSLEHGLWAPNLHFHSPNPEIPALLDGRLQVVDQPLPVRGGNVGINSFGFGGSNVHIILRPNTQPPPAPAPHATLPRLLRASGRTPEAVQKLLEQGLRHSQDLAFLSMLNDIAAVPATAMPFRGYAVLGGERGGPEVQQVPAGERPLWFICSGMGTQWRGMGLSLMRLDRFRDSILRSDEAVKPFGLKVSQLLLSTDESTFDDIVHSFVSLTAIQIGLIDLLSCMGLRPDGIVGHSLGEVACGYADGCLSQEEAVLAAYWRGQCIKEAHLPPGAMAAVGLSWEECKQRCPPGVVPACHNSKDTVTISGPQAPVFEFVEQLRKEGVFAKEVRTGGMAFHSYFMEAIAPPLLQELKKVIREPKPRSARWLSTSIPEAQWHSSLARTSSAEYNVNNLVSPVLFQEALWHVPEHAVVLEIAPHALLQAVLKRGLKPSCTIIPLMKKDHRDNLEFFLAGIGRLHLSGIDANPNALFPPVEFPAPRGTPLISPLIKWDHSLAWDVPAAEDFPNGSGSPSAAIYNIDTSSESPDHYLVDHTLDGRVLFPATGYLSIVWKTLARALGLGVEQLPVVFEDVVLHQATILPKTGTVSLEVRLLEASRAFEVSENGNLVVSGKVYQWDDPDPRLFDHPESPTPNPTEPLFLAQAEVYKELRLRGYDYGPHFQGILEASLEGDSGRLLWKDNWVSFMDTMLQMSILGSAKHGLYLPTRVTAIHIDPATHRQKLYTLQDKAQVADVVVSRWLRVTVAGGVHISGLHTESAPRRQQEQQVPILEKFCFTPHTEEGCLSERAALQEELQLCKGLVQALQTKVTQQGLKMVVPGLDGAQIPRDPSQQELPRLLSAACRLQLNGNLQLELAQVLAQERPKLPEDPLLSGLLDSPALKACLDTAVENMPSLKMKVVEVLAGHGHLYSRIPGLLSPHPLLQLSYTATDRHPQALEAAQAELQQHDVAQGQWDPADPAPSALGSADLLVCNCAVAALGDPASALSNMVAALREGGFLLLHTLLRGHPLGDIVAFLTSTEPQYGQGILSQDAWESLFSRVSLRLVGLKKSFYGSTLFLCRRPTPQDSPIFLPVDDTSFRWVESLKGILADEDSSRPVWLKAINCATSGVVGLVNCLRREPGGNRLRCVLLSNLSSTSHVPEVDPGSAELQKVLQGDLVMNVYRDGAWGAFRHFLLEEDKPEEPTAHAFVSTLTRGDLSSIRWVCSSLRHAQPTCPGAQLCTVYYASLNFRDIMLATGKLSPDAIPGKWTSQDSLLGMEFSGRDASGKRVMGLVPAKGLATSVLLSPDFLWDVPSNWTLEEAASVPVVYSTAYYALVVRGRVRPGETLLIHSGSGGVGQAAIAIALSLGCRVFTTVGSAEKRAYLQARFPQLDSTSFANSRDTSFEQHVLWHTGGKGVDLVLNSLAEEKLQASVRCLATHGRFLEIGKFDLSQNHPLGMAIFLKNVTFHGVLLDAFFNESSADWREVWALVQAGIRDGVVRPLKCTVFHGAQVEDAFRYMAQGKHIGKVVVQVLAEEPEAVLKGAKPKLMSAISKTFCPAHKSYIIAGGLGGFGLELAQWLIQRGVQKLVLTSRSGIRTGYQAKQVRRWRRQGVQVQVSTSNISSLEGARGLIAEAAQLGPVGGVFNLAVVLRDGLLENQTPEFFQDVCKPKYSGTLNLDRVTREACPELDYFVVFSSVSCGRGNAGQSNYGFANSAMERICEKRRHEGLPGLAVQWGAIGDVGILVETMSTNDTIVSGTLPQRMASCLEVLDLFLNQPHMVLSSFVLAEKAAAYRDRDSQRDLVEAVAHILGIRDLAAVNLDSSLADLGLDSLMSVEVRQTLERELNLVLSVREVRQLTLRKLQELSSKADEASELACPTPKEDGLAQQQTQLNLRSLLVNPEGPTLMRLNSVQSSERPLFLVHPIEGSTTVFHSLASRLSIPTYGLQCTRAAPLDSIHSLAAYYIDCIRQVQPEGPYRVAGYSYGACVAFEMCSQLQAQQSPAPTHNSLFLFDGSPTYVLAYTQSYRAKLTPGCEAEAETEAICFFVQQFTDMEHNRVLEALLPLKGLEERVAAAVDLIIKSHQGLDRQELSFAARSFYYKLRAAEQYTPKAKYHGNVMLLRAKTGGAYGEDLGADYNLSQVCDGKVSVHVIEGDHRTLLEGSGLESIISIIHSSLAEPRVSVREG
SKN-1 block = inhibitors of C. elegans SKN-1; C. elegans VP596 Pgst-4::GFP/RFP ratio, acrylamide-induced, 24 h; inhibition, % at 21.8 µM; 0.49% of 360,000 active; AID 624304;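 active = interference check ratio from 0.5 to 1.5 plus GFP to RFP signal ratio inhibition reaching or exceeding a fixed threshold, cut at about 30% in these data, passing the limit was not always enough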; note: some compounds called inactive have numbers as strong as hits
MT1-MMP act inh = inhibitors of human MT1-MMP activation; P50281; HT1080 RFP-PRO-GFP cells, GFP/RFP ratio fluorescence, overnight; percent of plate control window, DMSO zero; GFP/RFP ratio change, % at 20 µM; 0.061% of 360,000 active; AID 651647;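 active = GFP/RFP ratio change of at least 30% with cell ATP level not reduced by more than half and red fluorescence within 50% of control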; note: strong numbers were not always called active
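Assay system – RFP-PRO-GFP reporter HT1080 cells · Compound dosing – single dose of 20 µM compound, 1% DMSO final · Incubation – overnight compound exposure at 37 °C · Measure – GFP/RFP fluorescence ratio · Benchmarks – DMSO wells and RFP-L50D-GFP cells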
CSN deneddyl inh = inhibitors of human CSN-mediated cullin deneddylation; Q92905; Purified CSN, SCF-Nedd8-OG deneddylation, fluorescence polarization; inhibition, % at 12.5 µM; 0.38% of 360,000 active; AID 651999;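 active = pattern-corrected inhibition above about 35%, with an unprinted fluorescence ratio check between 0.5 and 1.5, limit read from the data, passing the limit was not always enough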;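 note: 0% = enzyme with substrate and 100% = substrate without enzyme; some results filed as inactive read as strong as hits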
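Material: human Csn5 produced in HEK293T cells; Input: enzyme 0.24 nM; Reagent: SCFSkp2-Nedd8OG substrate at 10 nM final; Dosing: 12.5 µM compound; Incubation: 90 min reaction at room temperature; Detection: fluorescence polarization of the substrate; Evaluation: % inhibition of substrate cleavage by Csn5; Control set: substrate-only high control, full reaction low control.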
NadD block = inhibitors of Staphylococcus aureus NadD; 0.78% of 360,000 active; purified NadD enzyme, colorimetric absorbance read-out; AID 602399; inhibition, % at 20 µM; in the data active = inhibition above about 26%; note: some compounds past the cut are filed as inactive
Rpn11 block = Rpn11 (human) deubiquitinase inhibition | human 26S proteasome, Ub4-pepOG fluorescence polarization; 20S core pre-blocked with epoxomicin | O00487 | calls only at 20 µM | AID 588493 | 0.59% of 360,000 active;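 active = inhibition at 20 µM, scaled to each plate's controls, above about 33%, limit read from the data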
MLLE-PAM2 inh = inhibitors of microRNA-mediated deadenylation, human PABP1 MLLE binding; GST-MLLE / FITC-PAM2 fluorescence polarization; inhibition, % at 20 µM; 0.36% of 360,000 active; AID 588489; in the data active = inhibition above about 35%, passing the limit was not always enough;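 note: plate controls were DMSO wells with GST-MLLE for no effect and wells lacking GST-MLLE protein for full effect; some results filed as inactive read as strong as hits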
Starred values were filed as active, the others as inactive; i = inactive; x = not tested or not shown; + = active, no number.

SMILES	Neddyl block	Rin1 Abl inh	FAS-TE inh	SKN-1 block	MT1-MMP act inh	CSN deneddyl inh	NadD block	Rpn11 block	MLLE-PAM2 inh
Cc1cc(C(=O)NNC(=O)COc2ccccc2Cl)n[nH]1	i	2	-3	-2	-2	-2	-2	i	0
CN(Cc1ccc2nonc2c1)Cc1nc(Cc2cccc(F)c2)no1	i	4	45	6	10	-4	-6	i	-16
CS(=O)(=O)N1CCN(c2ccc(NC(=S)NC(=O)c3ccccc3[N+](=O)[O-])cc2)CC1	i	-3	0	-1	-8	-14	0	i	10
CCCCN(C(=O)c1cccc(N2C(=O)c3ccccc3C2=O)c1)c1c(N)n(CCCC)c(=O)[nH]c1=O	i	5	3	3	1	-3	2	i	2
Cc1nc(-c2cccc(NC(=O)C3CCCCC3)c2)cs1	i	-5	2	-18	-1	0	-2	i	16
CC(=N\Nc1ccccc1)/C(=N/O)C(=O)Nc1ccccc1	i	0	-12	5	6	-1	-1	i	-7
C/C(=N\NC(=O)c1ccc(Cn2cc(Br)cn2)o1)c1ccc(NC(=O)c2ccoc2C)cc1	i	0	21	-9	2	-4	7	i	2
CCOc1ccc(CN(Cc2ccco2)C(c2cccs2)c2nnnn2C(C)(C)C)cc1 (centres undefined)	i	3	23	-14	-19	-4	5	i	7
CC(=O)Nc1cccc(NC(=O)NC2CC(=O)N(c3ccc4c(c3)OCCO4)C2)c1 (centres undefined)	i	2	-6	7	1	-4	-2	i	-9
Cc1nc([N+](=O)[O-])c(N2CCN(Cc3ccccc3)CC2)n1Cc1ccccc1	i	-4	5	18	-3	6	8	i	-3
O=C(O)CCc1ccc(-c2cccs2)n1Cc1ccco1	i	1	3	10	0	12	3	i	14
COCCCN(C(=O)CCOc1ccc(C)cc1)c1c(N)n(Cc2ccccc2)c(=O)[nH]c1=O	i	1	-6	-7	-1	1	0	i	-17
CCCCn1c(SCC(=O)Nc2sc3c(c2C(N)=O)CCC3)nnc1-c1ccccc1	i	-5	4	16	1	4	4	i	9
CC(=O)N(CCC(Cc1ccccc1)c1ccco1)Cc1ccco1 (centres undefined)	i	-4	7	-1	-7	9	-1	i	3
CC(C)(C)n1nc(-c2ccc(F)cc2)c2c(N)ncnc21	i	-5	-2	-2	-1	3	4	i	-5
Cc1cc(=O)n2nc(N3CCCC(C(=O)NCCC4=CCCCC4)C3)sc2n1 (centres undefined)	i	1	6	-8	2	-6	1	i	9
CCCCCN(C(=O)CCC(=O)OCc1cccc(Cl)c1)c1c(N)n(CCCC)c(=O)[nH]c1=O	i	3	3	-19	-13	0	1	i	-11
O=C(CSc1nc2ccccc2[nH]1)NC1CCS(=O)(=O)C1 (centres undefined)	i	-1	-3	-5	5	-6	2	i	-21
O=C(CCS(=O)(=O)Cc1ccccc1)N1CCc2ccccc2C1	i	-2	-7	-2	-8	-1	2	i	-1
OCCN1CCN(CC/C=C2/c3ccccc3Sc3ccc(Cl)cc32)CC1	i	-4	1	9	-1	-4	1	i	9
CCCCn1c(SCC(=O)Nc2nc(C)cs2)nnc1-c1cccnc1	i	-2	-7	-16	1	-3	-3	i	0
CN1CCN(c2ccc(CNC(=O)c3cc4ccccc4o3)cc2)CC1	i	3	1	-16	4	-1	-5	i	18
Cc1ccc(N2C(=O)N3[C@H](c4ccc(F)cc4)[C@@H]4C(=O)N(C5CCCCC5)C(=O)[C@@H]4[C@]3(C)C2=O)cc1	i	3	18	22	0	2	-2	i	9
COc1ccc(C(=O)N2CCNC(=O)C2)cc1S(=O)(=O)Nc1ccc(Br)cc1	i	3	-3	-11	-1	1	0	i	-3
COc1cccc(S(=O)(=O)Nc2cccc(C(=O)N3CCOCC3)c2)c1	i	-1	-6	-27	1	1	0	i	-11
CC(C)C(=O)Nc1nnc(CCc2nnc(NC(=O)C(C)C)s2)s1	i	2	-11	3	-2	0	0	i	2
COCCNS(=O)(=O)c1ccc2c(c1)Cc1cc(S(=O)(=O)NCCOC)ccc1-2	i	2	-4	2	-1	1	-2	i	-8
C[N+](C)(C)CCCCCCCCCC[N+](C)(C)C	i	1	-6	-17	-2	0	3	i	0
Cc1ccc(NC(=O)CSc2nc(=O)n(CCCN3CCOCC3)c3c2CCCC3)cc1	i	1	-7	-15	5	3	-4	i	21
CCOc1ccc2nc(N(CCN(CC)CC)C(=O)c3cccc([N+](=O)[O-])c3)sc2c1	i	-3	17	3	8	1	-4	i	7
CN(C)S(=O)(=O)Oc1ccc(Cl)cc1C(=O)Nc1ccc(F)cc1F	i	2	-1	10	1	1	-3	i	7
COc1cc(CNn2cn[nH]c2=S)ccc1OCC(=O)NC(C)(C)C	i	-2	-5	16	1	3	3	i	-11
COc1ccc(CNC(=O)COC(=O)C(CCSC)NC(=O)c2ccco2)cc1OC (centres undefined)	i	4	-8	9	0	2	3	i	4
CC1(c2ccccc2)NC(=O)N(CC(=O)N2CCN(S(=O)(=O)c3ccccc3[N+](=O)[O-])CC2)C1=O (centres undefined)	i	3	13	15	1	2	1	i	-3
O=C(Nc1ccnn1C1CCN(CC2CC=CCC2)CC1)c1ccccc1Cl (centres undefined)	i	0	-3	11	0	-2	-7	i	-3
Cc1ccc(OC(=O)c2cccc(S(=O)(=O)N(C)C)c2)c(-n2nc3ccccc3n2)c1	i	1	25	-9	23	-2	-6	i	3
C=CCn1c(Cc2ccc(OC)cc2)nnc1SCc1nc2ccccc2c(=O)[nH]1	i	-2	-4	12	6	4	3	i	-21
Brc1ccc(OCc2nnc3n2CCC3)cc1	i	1	-9	1	-1	0	-4	i	0
CN(c1cccc(F)c1)c1cc2c(c3c1ccn3C)C1CCC2C1 (centres undefined)	i	1	21	11	3	7	-5	i	-12
COC(=O)c1ccc(/C=N/Nc2nc(-c3ccccc3)cs2)cc1	i	0	-14	7	1	3	13	i	10

Two entries from above, with two lines to a compound.
Each structure is followed by: Neddyl block, Rin1 Abl inh, FAS-TE inh, SKN-1 block, MT1-MMP act inh, CSN deneddyl inh, NadD block, Rpn11 block, MLLE-PAM2 inh
> Brc1ccc(OCc2nnc3n2CCC3)cc1
 : i, 1, -9, 1, -1, 0, -4, i, 0
> CC1(c2ccccc2)NC(=O)N(CC(=O)N2CCN(S(=O)(=O)c3ccccc3[N+](=O)[O-])CC2)C1=O (centres undefined)
 : i, 3, 13, 15, 1, 2, 1, i, -3

(continued)
SMILES	Neddyl block	Rin1 Abl inh	FAS-TE inh	SKN-1 block	MT1-MMP act inh	CSN deneddyl inh	NadD block	Rpn11 block	MLLE-PAM2 inh
C#CCN(C(=O)C1CCC(=O)N(CCc2cccc(F)c2)C1)C1CCCCC1 (centres undefined)	i	3	-2	18	-4	2	-5	i	-7
C[C@H]1CN([C@@H](C)CO)C(=O)CCCn2cc(nn2)CO[C@@H]1CN(C)C(=O)Nc1ccc2c(c1)OCO2	i	4	-4	-11	1	-2	-1	i	12
Fc1ccc(Cn2nnc(-c3ccc(CN4CCOCC4)cc3)n2)cc1	i	2	12	36*	0	0	-2	i	22
CN1C[C@H](C(=O)NC2(C)OC3(O)[C@@H]4CCCN4C(=O)[C@H](Cc4ccccc4)N3C2=O)CC2c3cccc4[nH]cc(c34)C[C@H]21 (some centres undefined)	i	-5	59*	93	-1	5	10	i	16
COc1cc(NC(=O)CSc2nc(C)cc(C)n2)cc(OC)c1OC	i	0	-3	-2	3	-6	-1	i	-5
O=C1C=C(NC2CCCCC2)CCC1	i	2	-16	8	0	2	-2	i	12
c1ccc2c(c1)OCCOCCOc1ccccc1OCCOCCO2	i	-2	-9	6	0	-3	3	i	-11
BrC(=C\c1ccccc1)/C=N/Nc1ccc2nncn2n1	i	-2	-6	8	7	6	-5	i	-11
COc1ccc(C(=S)N2CCOCC2)cc1OC(=O)c1ccc([N+](=O)[O-])cc1	i	1	15	14	-2	-1	-2	i	29
COCc1cc(C)nc(SCC(=O)Nc2cccc3cccnc23)c1C#N	i	1	-3	7	5	4	2	i	-1
O=C(NN1S(=O)(=O)c2ccccc2S1(=O)=O)c1ccc(Br)cc1	i	2	0	-15	-7	-9	-5	i	21
CC(C)(C)c1ccc(SCCc2cccnc2)cc1	i	-6	11	16	0	6	-3	i	15
CC(Sc1ccc(Cl)cc1)C(=O)NCc1ccc2c(c1)OCO2 (centres undefined)	i	6	4	-2	-6	-8	-5	i	-2
COc1ccc(/C=N/NC(=S)N[C@H]2CC3CCC2C3)cc1 (some centres undefined)	i	-2	4	8	-1	-2	2	i	0
CCn1c(SCC(=O)N/N=C/C(C)=C\c2ccco2)nnc1-c1ccccc1	i	1	-1	-4	-4	6	1	i	-8
FC(F)(F)c1ccc2c(c1)N1CCCC1CN2 (centres undefined)	i	2	4	1	21	13	3	x	-48
CCCSCCCNC(=O)Cn1c(=O)c2cccn2c2ccccc21	i	-1	6	3	1	4	-5	i	0
COc1ccc(C2=CC(=O)C[C@H](c3ccc(Cl)cc3)C2)cn1	i	2	43	-5	5	-1	0	i	9
O=C(COC(=O)c1cnc(Cl)c(Cl)c1)NCCC1=CCCCC1	i	-5	20	-9	-3	3	0	i	-3
CC1CCC/C(=C\Nc2ccc(O)cc2)C1=O (centres undefined)	i	-4	-3	10	16	-2	3	i	-23
Cc1sc2nc(COC(=O)c3ccc(Cl)c(N)c3)[nH]c(=O)c2c1C	i	-1	7	5	2	3	5	i	-21
COc1ccc(CC(=O)NC2CCN(Cc3nnnn3C(C)(C)C)CC2)cc1OC	i	-4	-10	-29	3	3	2	i	-2
COc1ccc(NC(=O)COc2ccc(CNCCCN3CCOCC3)cc2OC)cc1	i	-1	-7	2	11	-1	-5	i	-13
NNC(=O)c1ccc(Cn2cc(Cl)cn2)cc1	i	-1	-10	1	2	-6	-2	i	0
COCCCNC(=O)CCc1nnc2ccc(N3CCC(C)CC3)nn12	i	4	0	1	0	0	-2	i	-9
S=c1[nH]nc(COc2ccc(Cl)cc2)n1C1CCCCC1	i	5	12	-4	2	-2	35*	i	-24
CCN1CCN(CCn2c(=S)[nH]c3ccccc3c2=O)CC1	i	6	-12	2	5	-1	0	i	-12
C[C@H](NC(=O)c1nc[nH]c1C(=O)N[C@@H](CCCCNC(=O)OC(C)(C)C)C(=O)OC(C)(C)C)c1ccccc1	i	2	42	14	-6	0	4	i	-5
O=C(Nc1ccc2snnc2c1)N1CCN(c2ccccc2)CC1	i	2	4	-1	3	-6	0	i	7
O=C(NCc1ccccc1)c1ccccc1-c1nc2ccccc2[nH]1	i	1	-2	13	-2	8	-1	i	11
CC1CCc2ccc(F)cc2N1S(=O)(=O)c1cccs1 (centres undefined)	i	1	13	0	-2	4	-1	i	-20
Cc1cc(C)n(-c2nc3ccccc3nc2Nc2ccc(CC(=O)O)cc2)n1	i	1	-3	-15	-1	1	9	i	-13
CCc1cc(=O)oc2cc(OC(C)C(=O)NCCCn3ccnc3)ccc12 (centres undefined)	i	-1	-1	16	2	6	-3	i	11
COc1ccc2cc(C(=O)C3CCCN(C(=O)/C=C/c4ccccn4)C3)ccc2c1 (centres undefined)	+	0	7	15	2	-5	0	i	7

An excerpt from above with just Rin1 Abl inh and MLLE-PAM2 inh.
Structure	Rin1 Abl inh	MLLE-PAM2 inh
C[C@H](NC(=O)c1nc[nH]c1C(=O)N[C@@H](CCCCNC(=O)OC(C)(C)C)C(=O)OC(C)(C)C)c1ccccc1	2	-5
O=C(Nc1ccnn1C1CCN(CC2CC=CCC2)CC1)c1ccccc1Cl (centres undefined)	0	-3
CN(c1cccc(F)c1)c1cc2c(c3c1ccn3C)C1CCC2C1 (centres undefined)	1	-12
